From PubChem BioAssay
GLP-1R agonist: activates the human GLP-1 receptor; P43220; HEK293 GLP-1R CRE-luciferase, luminescence, 4-6 h; cells express a hypersensitive GLP-1R form; Potency, µM (doses to about 45.6 µM), for the others: at the highest dose activation, hits mostly activators; actives 0.007% (n = 380,000); note: potency is the fitted concentration of half-maximal effect; % of control where 0% means no effect
Target sequence (P43220 whole entry, looked up): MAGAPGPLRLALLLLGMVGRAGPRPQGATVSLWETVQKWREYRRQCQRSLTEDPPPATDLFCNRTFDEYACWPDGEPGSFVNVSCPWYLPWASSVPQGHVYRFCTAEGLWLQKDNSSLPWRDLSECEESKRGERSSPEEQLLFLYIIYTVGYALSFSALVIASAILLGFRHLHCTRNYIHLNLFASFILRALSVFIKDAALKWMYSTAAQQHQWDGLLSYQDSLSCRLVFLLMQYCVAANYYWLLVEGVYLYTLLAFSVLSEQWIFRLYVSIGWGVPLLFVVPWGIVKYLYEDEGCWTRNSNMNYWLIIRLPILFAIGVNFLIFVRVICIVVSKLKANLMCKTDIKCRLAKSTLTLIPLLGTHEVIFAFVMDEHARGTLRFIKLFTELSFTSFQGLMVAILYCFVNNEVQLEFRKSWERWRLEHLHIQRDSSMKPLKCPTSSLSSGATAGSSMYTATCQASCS
GLP1R cytotox: cytotoxicity counter-screen for GLP-1 receptor inverse agonists | HEK293 cAMP-luciferase reporter cells, luminescence, 24 h | Potency, µM (doses to about 38.3 µM), without a hit: at the top dose activity change, negative = inhibition, usual class: inhibitors | actives 0.13% (n = 410,000);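 note: loss of luciferase light is scored as toxicity; potency is the fitted concentration of half-maximal effect; % is set by controls: 0 for no effect and ±100 for the full control effect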
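Step one: seed cells (200 cells/uL, DMEM with 10% Nu serum, 1% pen-strep). Step two: 12-hour incubation at 37 deg C. Step three: pin 23 nL compound, incubate 24 hr. Step four: add luciferase reagent, read luminescence 12 min later.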
PI5P4K alpha inh: PI5P4K alpha (human) kinase inhibition. P48426. PI5P4Kalpha enzyme, ADP-Glo luminescence, 60 min; stronger effect = lower value. max response, %. actives 1.2% (n = 330,000). AID 652105; active = max response of -50% or lower; inconclusive = between -30% and -50%; inactive = -30% or higher; note: value at the top dose of about 77 µM; % is set by controls: 0 for no effect and ±100 for the full control effect
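Controls without substrate or without enzyme flank wells where PI5P4Kalpha converts substrate using 5 microM ATP (final). Incubation lasts 60 minutes at room temperature; ADP formed is read by ADP-Glo luminescence.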
PTHR1 ag: agonists of human PTHR1 parathyroid hormone receptor; Potency, µM (doses to about 115 µM), for the others: top-dose activation, hits mostly activators; Q03431; actives 0.075% (n = 410,000); HEK293 GP2 PTHR1 cells, GloSensor cAMP luminescence, 1 h; AID 743266; note: potency is the fitted concentration of half-maximal effect; nearly all actives have a fitted effect of over 55% in size; some results filed as inactive show a strong effect at the top dose; inactives centre near -15; many of its hits are not listed in these tables
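HEK-293-derived GP2 cells expressing PTHR1 and a GloSensor cAMP reporter, 3,000/well, plated overnight, given luciferin plus IBMX (each 0.5 mM as added) for 1 h at 37 °C, then compound for 1 h at 37 °C. Luminescence was read after 15 min at room temperature.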
IL2 activator: activators of IL-2; IL-2 activation reporter assay, cell-based qHTS; stimulated with anti-CD3/CD4/CD28 beads; in transgenic mouse T cells; activation, % (series mostly up to about 46 µM); actives 0.065% (n = 360,000); in the data active = activation above about 50%; inconclusive = mostly about 30% to 49%; note: 0% is about no effect
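Screening format: compound pinned onto unstimulated transgenic mouse T cells, 60 min incubation, then anti-CD3/anti-CD4/anti-CD28 bead stimulation for 18 hours at 37 degrees C, followed by EGFP and DsRed detection.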
EPAC1 antag: blocks human EPAC1 exchange factor. O95398. EPAC1 GEF assay, Rap1b-BODIPY-GDP exchange fluorescence. Potency, µM (top dose mostly 115 µM), for inactives: top-dose activity change, negative = inhibition, most hits filed as inhibitors. actives 0.14% (n = 360,000);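 note: potency is the fitted concentration of half-maximal effect; plate controls were vehicle for no effect and positive control for full effect; nearly all actives have a fitted effect of over 50% in size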
EPAC1 ag: agonists of human EPAC1 | O95398 | EPAC1 agonist qHTS, biochemical assay; response scale: 100% = response to 6.5 mM cAMP | Potency, µM (top dose mostly 154 µM), for inactives: top-dose activation, usual class: activators | actives 0.073% (n = 360,000); note: potency is the fitted concentration of half-maximal effect; nearly all actives have a fitted effect of over 60% in size
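Nucleotide exchange assay: 100 nM EPAC1 with 250 nM Rap1B loaded with BODIPY-GDP and 50 uM GDP, room temperature. Fluorescence (480/540 nm) read every 5 min for 30 min; signal change normalized to 6.5 mM cAMP as full agonist.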
GLP-1R inv ag: GLP-1 receptor (human) inverse agonism | Potency, µM (highest dose often 38.3 µM), for the others: at the top dose activity change, negative = inhibition, actives largely listed as inhibitors | P43220 | actives 1.6% (n = 410,000) | HEK293 GLP-1R CRE-luciferase, luminescence, 24 h; GLP-1R form is constitutively active; note: potency is the fitted concentration of half-maximal effect; % is set by controls: 0 for no effect and ±100 for the full control effect; nearly all actives have a fitted effect of over 55% in size
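Inverse agonists were sought by their lowering of basal cAMP reporter luciferase output in HEK293 cells stably carrying constitutively active human GLP-1R, after 24 h compound treatment.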
PLK1 PBD block: blocks phosphopeptide binding to human PLK1 polo-box domain | Plk1 PBD binding of FITC phosphopeptide, fluorescence polarization | Potency, µM, for inactives: max response, negative = inhibition, usual class: inhibitors | actives 2.8% (n = 360,000) | P53350; note: potency is the fitted concentration of half-maximal effect; series mostly up to about 57 µM; % is set by controls: 0 for no effect and ±100 for the full control effect; nearly all actives have a fitted effect of over 65% in size
Target sequence (P53350 whole entry, looked up, the tested form may be a part): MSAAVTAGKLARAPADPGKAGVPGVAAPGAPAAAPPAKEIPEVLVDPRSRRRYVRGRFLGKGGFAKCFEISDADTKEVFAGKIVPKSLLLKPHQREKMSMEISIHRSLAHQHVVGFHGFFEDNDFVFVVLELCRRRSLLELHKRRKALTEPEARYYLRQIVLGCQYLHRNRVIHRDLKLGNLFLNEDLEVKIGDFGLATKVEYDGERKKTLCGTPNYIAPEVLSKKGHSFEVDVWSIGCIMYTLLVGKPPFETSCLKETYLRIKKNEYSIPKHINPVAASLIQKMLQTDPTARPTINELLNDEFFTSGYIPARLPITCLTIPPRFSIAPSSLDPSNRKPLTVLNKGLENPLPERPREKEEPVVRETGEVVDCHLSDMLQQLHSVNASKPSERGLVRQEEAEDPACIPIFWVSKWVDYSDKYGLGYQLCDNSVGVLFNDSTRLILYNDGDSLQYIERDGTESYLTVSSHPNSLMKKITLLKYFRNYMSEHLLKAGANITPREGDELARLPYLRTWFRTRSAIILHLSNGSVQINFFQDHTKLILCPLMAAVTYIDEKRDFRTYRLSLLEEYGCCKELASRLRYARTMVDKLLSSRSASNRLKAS
* marks the source's active call; other numbers are inactive results; i = inactive; u = inconclusive; x = no result given; [ ] = remark or other dose. Unless noted, calls come from the whole dose curve; as a rule, active = well fitted curve in the direction sought with a large enough effect; inconclusive = small, poorly fitted or top-dose-only effect, or another doubt; inactive = no such curve, though single readings can be large; an effect the other way counts as inactive or inconclusive. The list is partial; the hit share may differ from the screen's.

Letters: A = GLP-1R agonist; B = GLP1R cytotox; C = PI5P4K alpha inh; D = PTHR1 ag; E = IL2 activator; F = EPAC1 antag; G = EPAC1 ag; H = GLP-1R inv ag; I = PLK1 PBD block
1) COc1ccc(N(CN2C(=O)C3CC=CCC3C2=O)C(=O)c2ccco2)cc1 (stereo not drawn)
  A: 3%	B: -16%	C: -5	D: -43%[inhibitor]	E: -1.2	F: -3%	G: -1%	H: 8%	I: -3%

2) Cc1ccc(NC(=O)c2ccoc2C)cc1C
  A: 0%	B: -21%	C: -23	D: -13%	E: -1.9	F: 0%	G: -4%	H: -7%	I: -5%

3) COc1ccc(-c2c(-c3cc(OC)cc(OC)c3)n(C)c3ccc(-c4cc(F)cc(OC)c4)cc23)cc1
  A: -1%	B: -17%	C: -5	D: 1%	E: 0.0	F: u	G: -1%	H: 1%	I: -14%

4) CCCCc1nn(-c2cc(Cl)ccc2OC)c2c1C(=O)CC(C)(C)C2
  A: 0%	B: 3%	C: 3	D: -29%	E: -3.6	F: -22%	G: -22%	H: u	I: -1%

5) COc1ccccc1NC(=O)c1ccc(S(=O)(=O)N2CCCC(C)C2)cc1 (stereo not drawn)
  A: 0%	B: -5%	C: 5	D: -21%	E: 3.1	F: -18%	G: 15%	H: -20%	I: -9%

6) Cc1ccc2c(c1)c(C)cc(=O)n2CCC(=O)O
  A: 12%	B: 8%	C: x	D: -24%[57.5 µM]	E: -3.8	F: -2%	G: 10%	H: 1%	I: 5%

7) CCNC(=O)CSc1nnc(CN2CCCCCC2=O)n1-c1ccccn1
  A: -1%	B: -5%	C: -6	D: i	E: 0.1	F: -22%	G: 3%	H: 6%	I: -7%

8) CC(CCc1ccccc1)N(C)CC(O)c1cccc([N+](=O)[O-])c1 (stereo not drawn)
  A: 34%	B: -1%	C: 7	D: i	E: 1.0	F: 4%	G: -3%	H: u	I: -1%

9) O=C(NC(=S)Nc1ccc(C(=O)N2CCOCC2)cc1)c1ccc([N+](=O)[O-])cc1
  A: 1%	B: -6%	C: x	D: -95%[inhibitor]	E: -3.2	F: 0%	G: 5%	H: 0%	I: -14%

10) CC(C)C(C)NC(=O)CN1C(=O)NC2(CCCCCC2)C1=O (stereo not drawn)
  A: 0%	B: 4%	C: 3	D: -13%	E: 0.3	F: -4%	G: 10%	H: 16%	I: 3%

11) O=C(COC(=O)c1ccc(S(=O)(=O)C(F)F)cc1)Nc1ccccc1C(=O)NC1CC1
  A: -1%	B: -35%	C: -2	D: i	E: 0.3	F: -6%	G: 1%	H: -4%	I: 2%

12) CCCCNC(=S)NNC(=O)C12CC3CC(CC(C3)C1)C2
  A: 2%	B: -12%	C: 6	D: i	E: 0.2	F: 8%	G: 6%	H: u	I: -3%

13) COc1cccc(/C=C/C(=O)OCC(=O)NCC2CCCO2)c1 (stereo not drawn)
  A: -1%	B: 6%	C: 7	D: i	E: 1.0	F: 4%	G: 2%	H: -9%	I: -6%

14) CC1(C)CC(NC(=O)C(=O)NCCc2ccccc2)CC(C)(C)N1
  A: -1%	B: 3%	C: -5	D: i	E: 0.7	F: -4%	G: 0%	H: 15%	I: 3%

15) Cc1cccn2cc(-c3cccc(S(=O)(=O)N4CCOCC4)c3)nc12
  A: 2%	B: -5%	C: -4	D: -18%	E: -1.2	F: -3%	G: -6%	H: 15%	I: -6%

16) CCCCNC(=O)CC1N=C2c3ccccc3N=C(SCC(=O)Nc3cccc(C)c3)N2C1=O (stereo not drawn)
  A: 0%	B: -22%	C: 6	D: -20%	E: 3.1	F: 3%	G: 7%	H: -1%	I: -2%

17) CN1C(=O)C(C(=O)Nc2ccccc2F)c2ccccc21 (stereo not drawn)
  A: 6%	B: -9%	C: 9	D: -16%	E: -0.5	F: -22%	G: 5%	H: 6%	I: -1%

18) O=S(=O)(Nc1nc2cc3c(cc2nc1Cl)OCCO3)c1ccccc1
  A: -5%	B: 5%	C: u	D: -15%	E: 0.4	F: -17%	G: -11%	H: 8%	I: u

19) COc1ccccc1C(=O)Nc1c2c(nn1-c1ccc(Cl)cc1)CS(=O)(=O)C2
  A: 0%	B: 19%	C: 1	D: i	E: -2.8	F: 6%	G: -2%	H: 17%	I: -8%

20) COc1ccc(-c2ccc3c(N)c(C(=O)NC(C)C)sc3n2)cc1OC
  A: 22%	B: 0%	C: 1	D: -4%	E: -1.9	F: -20%	G: 3%	H: 42%[activator]	I: 3%

21) N#Cc1c(-c2cccs2)cc(-c2cccnc2)nc1N
  A: 26%	B: -3%	C: -3	D: -6%[57.5 µM]	E: -3.1	F: 14%	G: -4%	H: 0%	I: -3%

22) C=CCn1c2ccccc2c2nnc(SC(CC)C(=O)Nc3nc(C)c(C(=O)OCC)s3)nc21 (stereo not drawn)
  A: -2%	B: 5%	C: 14	D: -23%	E: 0.5	F: -10%	G: 2%	H: 10%	I: -4%

23) CC(=O)NC1=NN(C(C)=O)C(c2ccccn2)S1 (stereo not drawn)
  A: -1%	B: -1%	C: -2	D: i	E: 1.5	F: -18%	G: -2%	H: -13%	I: -19%

24) CCOCCCNC(=O)CN1C(=O)COc2ccc(S(=O)(=O)N3CCC(C)CC3)cc21
  A: -5%	B: 0%	C: 0	D: -5%	E: 1.7	F: 2%	G: 3%	H: 4%	I: u

25) CCOc1cc2[nH]c(=S)n(CCCN3CCN(C)CC3)c(=O)c2cc1OCC
  A: -2%	B: -19%	C: 1	D: u	E: 4.3	F: 8%	G: -9%	H: 3%	I: -12%

Excerpt: entries 5 to 7
Letters: A = GLP-1R agonist; B = GLP1R cytotox; C = PI5P4K alpha inh; D = PTHR1 ag; E = IL2 activator; F = EPAC1 antag; G = EPAC1 ag; H = GLP-1R inv ag; I = PLK1 PBD block
5) COc1ccccc1NC(=O)c1ccc(S(=O)(=O)N2CCCC(C)C2)cc1 (stereo not drawn)
  A: 0%	B: -5%	C: 5	D: -21%	E: 3.1	F: -18%	G: 15%	H: -20%	I: -9%

6) Cc1ccc2c(c1)c(C)cc(=O)n2CCC(=O)O
  A: 12%	B: 8%	C: x	D: -24%[57.5 µM]	E: -3.8	F: -2%	G: 10%	H: 1%	I: 5%

7) CCNC(=O)CSc1nnc(CN2CCCCCC2=O)n1-c1ccccn1
  A: -1%	B: -5%	C: -6	D: i	E: 0.1	F: -22%	G: 3%	H: 6%	I: -7%

Further compounds:
Letters: A = GLP-1R agonist; B = GLP1R cytotox; C = PI5P4K alpha inh; D = PTHR1 ag; E = IL2 activator; F = EPAC1 antag; G = EPAC1 ag; H = GLP-1R inv ag; I = PLK1 PBD block
26) O=C(NC1CC1)c1cc(-c2ccco2)nc2ccccc12
  A: 1%	B: -12%	C: -101*	D: i	E: 0.6	F: u	G: 2%	H: 8%	I: 21µM*

27) CCC(C)[C@H](NC(=O)N1CCCCCC1)C(=O)OC (stereo partly drawn)
  A: -1%	B: -1%	C: 1	D: -21%	E: 1.0	F: 1%	G: 4%	H: 0%	I: -10%

28) CCOc1ccc(Oc2nc(Nc3ccc(C)cc3)nc(N(C)C)n2)nn1
  A: -3%	B: -8%	C: -7	D: -19%	E: 0.4	F: 6%	G: -13%	H: 11%	I: 21µM*

29) CCc1c(C)nc(N2CCN(c3cccc(OC)c3)CC2)[nH]c1=O
  A: -4%	B: 2%	C: 2	D: -30%[inhibitor]	E: -0.2	F: -1%	G: -14%	H: 12%	I: 5%

30) Brc1ccc2nc(C3CCCCC3)c(Cc3ccccc3)n2c1
  A: -4%	B: -5%	C: 0	D: i	E: 2.9	F: -5%	G: -1%	H: u	I: -6%

31) CCOC(=O)N1CCN(C(=O)c2ccc(N3C(=O)c4ccccc4C3=O)cc2)CC1
  A: 4%	B: 16%	C: 3	D: -15%	E: 1.6	F: -1%	G: 0%	H: -2%	I: -11%

32) Cc1ccc(S(=O)(=O)N2CCOCC2)cc1NC(=O)CSCc1c(C)noc1C
  A: -5%	B: 1%	C: 3	D: i	E: 1.9	F: -12%	G: -6%	H: 3%	I: -1%

33) Cn1c(=O)c2c(ncn2CC(=O)OCC(=O)Nc2cccc(Cl)c2)n(C)c1=O
  A: 2%	B: 8%	C: -3	D: 7%	E: 1.8	F: 4%	G: 8%	H: -3%	I: -8%

34) COc1cc2c(C(=O)NCCCN3CCN(c4cccc(Cl)c4)CC3)cn(C)c(=O)c2cc1OC
  A: 6%	B: -25%	C: 0	D: -19%	E: -2.2	F: 1%	G: -3%	H: 0%	I: -1%

35) CCCNC(=O)C(CC)NC(=O)c1cccc([N+](=O)[O-])c1 (stereo not drawn)
  A: 6%	B: u	C: 1	D: -17%	E: -0.4	F: u	G: -3%	H: 1%	I: -10%

36) Cn1cnc2c(=O)sc3ccccc3c21
  A: 0%	B: 2%	C: -2	D: i	E: -0.4	F: 13%	G: -1%	H: 13%	I: -3%

37) CCN(CC(=O)Nc1ccc(S(=O)(=O)N2CCCC2)cc1)Cc1ccccc1
  A: 4%	B: -2%	C: 1	D: i	E: 0.9	F: 2%	G: -1%	H: u	I: -2%

38) O=C(c1cc(-c2ccc(Cl)cc2)on1)N1CCCC1
  A: 18%	B: -6%	C: -3	D: -19%	E: 0.4	F: 18%	G: 11%	H: -11%	I: -4%

39) CCOc1ccc(S(=O)(=O)N2CCN(C(=O)CCOc3ccccc3C)CC2)cc1
  A: 14%	B: -9%	C: -2	D: -17%	E: -2.4	F: 0%	G: 0%	H: -47%	I: 2%

40) COc1ccc(C(=O)N(CN2CCCC2=O)c2ccccc2OC)cc1OC
  A: -1%	B: 7%	C: 5	D: -4%	E: -1.5	F: 5%	G: -1%	H: 0%	I: 0%

41) Cc1onc(-c2c(F)cccc2Cl)c1C(=O)Nc1cccc(S(=O)(=O)N2CCOCC2)c1
  A: 10%	B: 12%	C: -3	D: i	E: -0.6	F: -13%	G: -3%	H: 5%	I: 1%

42) COc1cc2c(C(=O)NC3CCCCCC3)cn(C)c(=O)c2cc1OC
  A: -1%	B: -9%	C: 5	D: -9%	E: -0.1	F: 2%	G: -2%	H: 13%	I: -4%

43) CCC(C)(C)NC(=O)C(c1cccnc1)N(C(=O)c1csnn1)c1ccc(C)cc1 (stereo not drawn)
  A: 4%	B: 9%	C: 1	D: 11%	E: 0.7	F: -11%	G: -3%	H: 2%	I: -5%
